Source: PubChem
BL2 CD40 inh – CD40 pathway inhibition in BL2 cells. inhibition, % at 10 µM. hit rate 0.94% among 83,000. BL2 NF-kB luciferase reporter, CD40L-induced, 4 h;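 active = mean inhibition of at least 50% with a set share of replicates also reaching that level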;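 also: 0% = neutral control wells and 100% = IKK inhibitor VII at 50 µM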
Starred values were filed as active, the others as inactive; & = joins results of further samples; [ ] = remark or other dose. Only part of the results is shown; the hit share may differ from the screen's.

`CCOc1ccc(COC(=O)C2CC(=O)N(CCc3ccccc3)C2)cc1OC` (stereo not given) gave BL2 CD40 inh 3.
Screening C[C@@H]1CN([C@@H](C)CO)C(=O)c2cc(-c3cccc(C#N)c3)cnc2O[C@@H]1CN(C)C(=O)C1CCCCC1 returned BL2 CD40 inh -9[25 µM].
For O=C(Nc1cccnc1)C1CCCN(S(=O)(=O)c2cccc3nsnc23)C1 (stereo not given) the results were BL2 CD40 inh 9.
`COc1cccc(OCc2cc(/C=N/NC(=O)c3ccn[nH]3)ccc2OC)c1` gave BL2 CD40 inh -41.
`Cc1ccc(OCC(=O)Nc2ccc(S(=O)(=O)NC3=NCCCCC3)cc2)cc1` gave BL2 CD40 inh 2.
Screening CSCCC(NS(=O)(=O)c1ccccc1F)C(=O)NCc1ccncc1 (stereo not given) returned BL2 CD40 inh 0.
Screening Cc1nc(N2[C@H](C#N)[C@H](c3ccccc3)[C@H]2CO)sc1C returned BL2 CD40 inh -5[25 µM].
COC(=O)C(c1ccccc1)C(CC(=O)c1ccccc1)c1ccccc1 (stereo not given) was read as BL2 CD40 inh 3.
`COc1ccc2nc(C)cc(Nc3ccc(N4CCOCC4)cc3)c2c1` gave BL2 CD40 inh -25.
`CN1[C@H](C(=O)NCc2ccccn2)[C@@H](CO)[C@@H]2Cn3c(ccc(-c4ccc(F)cc4)c3=O)[C@@H]21` gave BL2 CD40 inh -11[25 µM].
O=C(O)C1CC(=O)N(c2ccc3c(c2)OCCO3)C1 (stereo not given) was read as BL2 CD40 inh 29.
For COc1ccc(CC(=O)NNS(=O)(=O)c2ccc3ccccc3c2)cc1OC the results were BL2 CD40 inh 5.
`O=C(OCn1cncn1)c1ccc(Cl)cc1Cl` gave BL2 CD40 inh 5.
`CC(C)COC(=O)N(C)C[C@H]1OCc2ccccc2-c2c(n(C)c3ccccc23)C(=O)N([C@H](C)CO)C[C@H]1C` gave BL2 CD40 inh 12[25 µM].
`O=C(COc1ccccc1Cl)N1CCN(c2ccccn2)CC1` gave BL2 CD40 inh 3.
`CCOC(=O)C1=C(COC(=O)C2CC(=O)N(c3ccc(CC)cc3)C2)NC(=O)NC1C` (stereo not given) gave BL2 CD40 inh 2.
`CC(C)(C)c1cc(/C=C(\C#N)C(N)=S)cc(C(C)(C)C)c1O` gave BL2 CD40 inh 56*[25 µM].
For O=C(c1ccco1)c1cn(CC(=O)N2CCCc3ccccc32)c2ccccc12 the results were BL2 CD40 inh 1.
Cc1ccc(C(=O)Nc2nnc(-c3cccs3)s2)cc1C was read as BL2 CD40 inh -48.
Screening CCOc1ccc2oc(C(=O)NC3CCN(Cc4ccccc4)CC3)c(C)c2c1 returned BL2 CD40 inh 13.
Screening O=S(=O)(Cc1ccccc1)N1CCc2ccccc2C1 returned BL2 CD40 inh 9.
CCCOC(=O)Nc1nnc(CCC)s1 was read as BL2 CD40 inh -24.
COc1cccc(CCNC(=O)COc2cccc3c2OC(C)(C)C3)c1 was read as BL2 CD40 inh 8.
`N#Cc1c(OCC(=O)c2ccccc2)nc2c(c1-c1ccco1)CCc1ccccc1-2` gave BL2 CD40 inh -3.
Screening CC(NS(=O)(=O)c1cccc(C(=O)O)c1)C12CC3CC(CC(C3)C1)C2 (stereo not given) returned BL2 CD40 inh 2.
For CC1CCN(S(=O)(=O)c2cc3c4c(c2)CCN4C(=O)CC3)CC1 the results were BL2 CD40 inh -3.
For C[C@H]1CN(C)C(=O)c2cccc(N(S(C)(=O)=O)S(C)(=O)=O)c2O[C@H]1CN(C)C(=O)OC(C)(C)C the results were BL2 CD40 inh 5.
Screening Cc1ccc(C(=O)NCC(=O)Nc2ccc(Cl)cc2)s1 returned BL2 CD40 inh -6.
Screening O=S(=O)(Nc1ccccc1N1CCOCC1)c1cccs1 returned BL2 CD40 inh 11.
`COc1ccccc1OCC(=O)Nc1cc(S(=O)(=O)N2CCOCC2)ccc1N1CCCCC1` gave BL2 CD40 inh 34.
`O=S(=O)(NC[C@@H]1[C@@H](c2ccccc2)[C@H](CO)N1CC1CC1)c1ccccc1` gave BL2 CD40 inh 4[25 µM].
`CC(C)Oc1cc(N)c(Cl)cc1Cl` gave BL2 CD40 inh 6.
`N#C[C@@H]1[C@H](c2ccc(C#CC3CCCC3)cc2)[C@H](CO)N1C(=O)c1cccc(F)c1` gave BL2 CD40 inh -16.
For CC1(C)Cc2c(sc(/N=C/N3CCCCCC3)c2C#N)C(C)(C)N1 the results were BL2 CD40 inh -11.
For COc1ccc(S(=O)(=O)N2CCN(CCOc3ccc(Br)cc3)CC2)cc1OC the results were BL2 CD40 inh 11.
CC(C)CC(=O)N(Cc1ccc(F)cc1)C1CCS(=O)(=O)C1 (stereo not given) was read as BL2 CD40 inh 2.
COc1cccc(Nc2nc3cc(OC)ccc3cc2C#N)c1 was read as BL2 CD40 inh -11.
`O=C1NC(=O)C(c2ccccc2)(c2ccc(Cl)cc2Cl)N1` (stereo not given) gave BL2 CD40 inh 3.
Screening O=C(NCc1ccco1)c1cc([N+](=O)[O-])ccc1N1CCOCC1 returned BL2 CD40 inh -15.
O=C(Nc1ccncc1)c1ccc(N2CCCC2=O)cc1 was read as BL2 CD40 inh -7.
O=C(CNC(=O)c1cccc(N2C(=O)c3ccccc3C2=O)c1)Nc1ccc(F)c(F)c1 was read as BL2 CD40 inh 0.
For Cc1noc(C)c1S(=O)(=O)N1CCCC(C(=O)c2cccc(OC(C)C)c2)C1 (stereo not given) the results were BL2 CD40 inh 1.
`COc1cccc(OCc2cc(C(=O)NCc3cnc4ccccn34)no2)c1` gave BL2 CD40 inh 7.
For Nc1cc(N)nc(SCC(=O)NCc2ccc3c(c2)OCO3)n1 the results were BL2 CD40 inh -17.
`CC(C)(C)C(=O)CN1C2=NCCN2c2ccccc21` gave BL2 CD40 inh 6.
`COCC(=O)N1CC[C@H]2[C@H](CO)Nc3ccc(C#Cc4ccc(F)cc4)cc3[C@H]21` gave BL2 CD40 inh -12[25 µM].
`O=C(O)c1ccccc1OCc1ccccc1Br` gave BL2 CD40 inh 2.
Screening Cc1cccc(NC(=O)COc2cccc3c2CCN(Cc2ccccc2)C3=O)c1C returned BL2 CD40 inh -16.
Screening COCC(=O)N1[C@@H](CO)[C@@H](c2ccccc2)C12CN(C(=O)c1ccccc1)C2 returned BL2 CD40 inh -6[25 µM].
`O=C(Cn1nnc(-c2ccc(F)cc2)n1)N1CCCCC1` gave BL2 CD40 inh -4.
Screening CO[C@@H]1CN(C)C(=O)c2ccc(NC(=O)c3nc4ccccc4s3)cc2OC[C@H](C)N(Cc2cccnc2)C[C@H]1C returned BL2 CD40 inh 10[25 µM].
C=CCn1c(SCC(=O)N2CCC(C)CC2)nc2c([nH]c3ccccc32)c1=O was read as BL2 CD40 inh 6.
Screening O=C(Nc1cccs1)Nc1cccnc1Cl returned BL2 CD40 inh -51.
CC(C)(C)NC(=O)Cn1nc(C(F)(F)F)c2c1CCCC2 was read as BL2 CD40 inh 8.
`COc1ccc(CN(C)C[C@H]2OCCCC[C@H](C)Oc3ccc(NC(=O)C4CCCCC4)cc3C(=O)N([C@H](C)CO)C[C@H]2C)cc1` gave BL2 CD40 inh -4[25 µM].
Screening O=C1CSC(=S)N1N=Cc1c[nH]c2ccc(Br)cc12 returned BL2 CD40 inh 1.
Screening Cc1cc2cc(CNC(=O)COc3ccccc3)ccc2n1C returned BL2 CD40 inh 1.
For CC(=O)N1C[C@@H]2C(c3ccc(Br)cc3)[C@H](C1)N2C(=O)NC(C)C (stereo not given in full) the results were BL2 CD40 inh 9&-12.
`Cc1nnc2sc(-c3ccccn3)nn12` gave BL2 CD40 inh -10.
CCCNC(=O)N[C@H]1CC[C@H](CCn2cc(C3CCCC3)nn2)O[C@@H]1CO was read as BL2 CD40 inh 5.
O=C(OCc1ccc([N+](=O)[O-])cc1)c1cc([N+](=O)[O-])ccc1N1CCOCC1 was read as BL2 CD40 inh -6.
`O=C(Nc1cccc(Cl)c1)N1CCN2C(=O)c3ccccc3C12c1ccccc1` (stereo not given) gave BL2 CD40 inh 18.
`O=C(CCn1c(=O)oc2ccccc21)Nc1ccc(N2CCOCC2)cc1` gave BL2 CD40 inh 16.
O=C1c2ccc([N+](=O)[O-])cc2NC(c2ccco2)N1/N=C/c1ccco1 (stereo not given) was read as BL2 CD40 inh -23.
Screening Cc1ccc(N2C(=O)N(CC(=O)Nc3ccc(C)cc3[N+](=O)[O-])C(=O)C2C)cc1 (stereo not given) returned BL2 CD40 inh -22.
Screening Cn1cccc1C1CCCN1CC(=O)Nc1ccc(C(N)=O)cc1 (stereo not given) returned BL2 CD40 inh 9.
COc1ccc(S(=O)(=O)Nc2ccc3c(c2)C(=O)N([C@H](C)CO)C[C@H](C)[C@H](CN(C)C(=O)Nc2c(C)noc2C)OCCCC[C@@H](C)O3)cc1 was read as BL2 CD40 inh -9[25 µM].
For CCCCc1ccc(NC(=O)N[C@@H](C)C(=O)O)cc1 the results were BL2 CD40 inh 2.
Screening C/C(=N\NC(=O)c1ccc(C(=O)N/N=C(\C)c2ccco2)o1)c1ccco1 returned BL2 CD40 inh 1.
`CC(NC(=O)COC(=O)CCNC(=O)c1ccco1)C12CC3CC(CC(C3)C1)C2` (stereo not given) gave BL2 CD40 inh 11.
Screening COc1ccccc1CNC(=O)Cc1csc(NC(=O)Nc2ccccc2OC)n1 returned BL2 CD40 inh -2.
CCOc1ccc(-c2cnc3cccnn23)cc1 was read as BL2 CD40 inh -65.
`CCCNC(=O)N1[C@@H](CO)[C@@H]2c3ccccc3N(C(=O)Nc3cccc(Cl)c3)C[C@@H]21` gave BL2 CD40 inh -4[25 µM].
For Cc1nc2nc(CSc3nc4ccccc4s3)cc(=O)n2[nH]1 the results were BL2 CD40 inh 5.
For Cc1cc(NC(=O)CN2C(=O)NC(C)(c3ccccc3Cl)C2=O)no1 (stereo not given) the results were BL2 CD40 inh 9.
Screening CC1CCN(C(=O)COC(=O)c2ccc3c(c2)OCCO3)CC1 returned BL2 CD40 inh -36.
`O=C(NCC1(N2CCCCC2)CCCCC1)c1ccc(S(=O)(=O)N2CCCC2)cc1` gave BL2 CD40 inh 3.
Screening Cc1ccc(CCN2CC(C(=O)NCCCN3CCN(C)CC3)CC2=O)cc1 (stereo not given) returned BL2 CD40 inh -2.
For CC(C)(O)C1=C[N+](=O)CC=C1 the results were BL2 CD40 inh -1.
`COc1ccccc1CNC(=O)COC(=O)c1ncc(Cl)c(Cl)c1Cl` gave BL2 CD40 inh -5.
Screening O=C(O)c1cccnc1Sc1ncnc2sc3c(c12)CCC3 returned BL2 CD40 inh 10.
For COC(=O)C(Cc1c[nH]c2ccccc12)NC(=O)C(C)C (stereo not given) the results were BL2 CD40 inh 8.
Cn1c(CNC(=O)c2ccccc2F)nnc1SCc1ccc(Cl)cc1 was read as BL2 CD40 inh 7.
`CCCCc1nc2ccccc2n1CC(=O)NN` gave BL2 CD40 inh 6.
For CCOC(=O)c1nnn(-c2nonc2N)c1-c1ccc(Br)cc1 the results were BL2 CD40 inh 12.
CCOC(=O)c1c(NC(=O)CN2CCOCC2)sc2c1CC(C)(C)OC2 was read as BL2 CD40 inh -3.
CC1CCN(C(=O)CCc2nc3cc(S(=O)(=O)N(C)C)ccc3n2C)CC1 was read as BL2 CD40 inh 6.
Screening O=C(NC[C@@H]1[C@@H](c2ccccc2)[C@@H](CO)N1Cc1cccnc1)c1ccccn1 returned BL2 CD40 inh -7[25 µM].
CCC(=O)Nc1ccc(Br)cn1 was read as BL2 CD40 inh 4.
`CCOc1ccc2c(c1)nc(C)n2C` gave BL2 CD40 inh 1.
For CCc1ccccc1NC(=O)CCCN1C(=O)c2cccnc2C1=O the results were BL2 CD40 inh 16.
For O=C(CN1CCOCC1)N[C@@H]1CC[C@H](CCNC(=O)C2CCCC2)O[C@H]1CO the results were BL2 CD40 inh 1.
`NC(=O)c1ccc(NC(=O)CCCN2C(=O)NC3(CCCC3)C2=O)cc1` gave BL2 CD40 inh 2.
`O=[N+]([O-])c1cc(-c2cnc3ccccc3n2)ccc1Oc1ccc(F)cc1` gave BL2 CD40 inh -75.
Screening Cc1ccc(C(=O)NCCCNc2ccccc2[N+](=O)[O-])cc1 returned BL2 CD40 inh -1.
`O=C(CCC1COc2ccccc2O1)NC1CCCCC1` (stereo not given) gave BL2 CD40 inh -51.
`O=C(COc1ccccc1)NCc1ccco1` gave BL2 CD40 inh 6.
Cc1ccc(NC(=S)NCCc2ccccc2)nc1 was read as BL2 CD40 inh -64.
Screening O=C(CN1C(=O)COCC1=O)N1CCOCC1 returned BL2 CD40 inh 13.
